Integrin act MD: integrin-mediated muscular dystrophy alleviation activation; alpha7betagal myoblasts, beta-gal FDG fluorescence, 48 h; Potency, µM (highest dose often 38.3 µM), for the others: at the top dose activation, usual class: activators; 350,000 compounds, 0.064% hits;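 note: potency is the fitted concentration of half-maximal effect; 100% = response of the positive control SU9516; nearly all actives have a fitted effect of over 60% in size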
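alpha7betagal+/- myoblasts (passage 13, 250/well) treated 48 h at 37C with compounds at 1:260 dilution of DMSO stock. Lysed, then beta-galactosidase activity read as FDG fluorescence (ex 480/em 540) after 30 min, with pre-read for autofluorescence.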
A-T KAP1 phos: potential ataxia-telangiectasia treatment; […] A-T fibroblasts, KAP-1 phosphorylation AlphaLISA; neocarzinostatin DNA damage 30 min before lysis; AID 485349; Potency, µM (highest dose often 57.5 µM), without a hit: at the top dose activation, hits mostly activators; 320,000 compounds, 0.19% hits; note: potency is the fitted concentration of half-maximal effect; % of control where 0% means no effect; nearly all actives have a fitted effect of over 45% in size
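ATM-like activity read as KAP-1 phosphorylation via AlphaLISA donor/acceptor antibody pairs after lysis and 6 hr at 25C. Cells were ATM-null patient fibroblasts ([…], hTERT), dosed 60 min, then exposed to the DSB inducer NCS for 30 min.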
MLL CXXC-DNA inh: blocks binding of human MLL CXXC domain to DNA. Q03164. MLL-CXXC / FITC-HOXA9 DNA fluorescence polarization. Potency, µM (doses to about 115 µM), for inactives: at the top dose activity change, negative = inhibition, hits mostly inhibitors. 290,000 compounds, 0.037% hits; active = well fitted inhibition curve with a large enough effect in the polarisation, with a control signal flat, not every such curve was filed as active; inconclusive = small, poorly fitted or top-dose-only effect, or effect the other way, or a change in a side signal; inactive = no such curve, though single readings can be large or run the other way; the % refers to the polarisation; note: potency is the fitted concentration of half-maximal effect
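Fluorescence polarization: 7 uM MLL-CXXC (stock) preincubated 5 min with compounds, then 50 nM fluorescein-HOX-A9 DNA (stock) added; 30 min ambient. Buffer 50 mM Tris-HCl pH 7.5, 50 mM NaCl, 1 mM DTT, 0.05% BSA.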
TRPV1 agonist: human TRPV1 agonism. Q8NER1. TRPV1-expressing cells, Fluo-8 calcium influx, agonist mode. activation, % at 8.33 µM. 320,000 compounds, 0.19% hits. AID 540275; in the data active = activation above about 80%; inconclusive = between about 30% and that limit; note: 0% is about no effect
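Fluo-8 calcium influx in TRPV1-expressing cells, kinetic read (ex 480/em 520 nm). Compound added and read 3 min for agonist activity, followed by capsaicin at EC20 final and 2 min further read for enhancement.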
KCNH2 3.1 block: inhibitors of human KCNH2 3.1 potassium channel isoform | 340,000 compounds, 0.95% hits | AID 720553 | U2OS KCNH2 3.1, thallium flux FluxOr; active compounds read low | activity change, % (tested at about 1.8 µM);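 active = maximum activity change below -70%; inconclusive = maximum activity change from -70% to -50%; inactive = maximum activity change above -50%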;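 note: thallium influx rate constant from kinetic fluorescence after stimulation buffer; % is set by controls: 0 for no effect and ±100 for the full control effect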
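Channel expression came from 3.1 mutant virus (1.77 x 10^8 /mL) applied to suspended U2OS cells for 4 h. Flux was tracked with FluxOr dye plus Red40 quencher, and kinetic rate constants normalized to controls.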
FBPA coupling cs: coupling enzyme interference in Giardia aldolase counter-screen; coupling enzyme system counterscreen, AmpLite Red fluorescence; activity change, negative = inhibition, % at 58.2 µM, hits read low; 290,000 compounds, 0.67% hits; in the data active = activity change below about -30%; note: % is set by controls: 0 for no effect and ±100 for the full control effect
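Fluorescence at 525 nm excitation and 598 nm emission measured inhibition of the coupled detection system without aldolase. Compounds (at 57.5 uM final) were preincubated 10 min at room temperature with coupling enzyme reagent before a 20 min substrate/AmpLite Red step.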
GALK inhibitor: blocks human galactokinase activity; Purified GALK, Kinase-Glo residual ATP luminescence; AID 1868; 270,000 compounds, 0.007% hits; Potency, µM (doses to about 57.5 µM), inactives show top-dose activity change, negative = inhibition, hits mostly inhibitors; note: potency is the fitted concentration of half-maximal effect; % is set by controls: 0 for no effect and ±100 for the full control effect
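Compounds were pin-transferred into ATP buffer (35 uM final), then GALK plus galactose (5 nM, 100 uM final) was added. After 1 h at room temperature, Kinase-Glo Plus was added and luminescence read after 10 min.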
KCNH2 WT inh: inhibitors of human wildtype KCNH2 potassium channel; Q12809; U2OS, BacMam KCNH2, thallium flux FluxOr; active compounds read low; activity change, % at 1.84 µM; 340,000 compounds, 0.37% hits; AID 720551;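 active = maximum activity change below -70%; inconclusive = maximum activity change between -70% and -50%; inactive = maximum activity change above -50%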; note: % is set by controls: 0 for no effect and ±100 for the full control effect
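U2OS cells transduced with wild-type KCNH2 virus are loaded with FluxOr dye for 45 min, and thallium flux is measured in kinetic reads before and after stimulation buffer. Rate constants are normalized to DMSO controls.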
MBNL1-CUG inh: inhibitors of human MBNL1 binding to CUG repeat RNA | Q9NR56 | TR-FRET MBNL1-His/biotin-(CUG)12 binding, 665/545 ratio | Potency, µM (titrated, usually from 57.5 µM), for inactives: top-dose activity change, negative = inhibition, actives largely listed as inhibitors | 280,000 compounds, 0.036% hits | AID 2675; active = well fitted inhibition curve with a large enough effect in the signal ratio, with a control signal flat, not every such curve was filed as active; inconclusive = small, poorly fitted or top-dose-only effect, or effect the other way, or a change in a side signal; inactive = no such curve, though single readings can be large or run the other way; the % refers to the signal ratio; note: potency is the fitted concentration of half-maximal effect; % is set by controls: 0 for no effect and ±100 for the full control effect
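TR-FRET between His-tagged MBNL1 and biotin-(CUG)12 RNA, detected with Tb anti-His antibody (0.055 ng/ul) and streptavidin-XL665 (5 nM), 60 min at room temperature. Compounds titrated 92 nM to 58 uM; 665/545 nm ratio normalized to buffer and complex controls.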
ASM inhibitor: human S-ASM enzyme inhibition. P17405. placental ASM, HMU-PC fluorogenic substrate, 60 min. Potency, µM (titrated, usually from 57.5 µM), for inactives: at the top dose activity change, negative = inhibition, usual class: inhibitors. 340,000 compounds, 0.006% hits. AID 504937; note: potency is the fitted concentration of half-maximal effect
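Fluorescence read-out (Ex 386 nm, Em 447 nm) after stopping the reaction at pH 10. Enzyme: ASM from human placenta; substrate HMU-PC0, 9 uM final; 60 min, 37 °C. Compound preincubation 10 min, ambient temperature.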
* hit, by the source's call; ? = inconclusive; . = no result given; & = joins results of further samples; [ ] = remark or other dose. Unless noted, calls come from the whole dose curve; as a rule, active = well fitted curve in the direction sought with a large enough effect; inconclusive = small, poorly fitted or top-dose-only effect, or another doubt; inactive = no such curve, though single readings can be large; an effect the other way counts as inactive or inconclusive.

no.	SMILES	Integrin act MD	A-T KAP1 phos	MLL CXXC-DNA inh	TRPV1 agonist	KCNH2 3.1 block	FBPA coupling cs	GALK inhibitor	KCNH2 WT inh	MBNL1-CUG inh	ASM inhibitor
1	Nc1c(-c2cccs2)cnc2c(-c3ccc(F)cc3)cnn12	?	0.0%	41.1%[activator]	-1.0	3.2	-0.6	-1.8%	-8.3	84.0%[activator]	54.6%
2	O=C(CN1CCCC1)Nc1ccccc1C(=O)c1ccccc1	-7.5%	-3.0%	-4.4%	5.6	0.3	0.8	0.4%	13.2	.	0.0%
3	Cc1ccccc1S(=O)(=O)N1[C@@H](c2ccc(Cl)cc2)C(C(=O)O)=CC[C@H]1c1ccc(Cl)cc1	7.5%	1.7%	.	.	13.6	.	.	-0.3	.	5.2%
4	COc1ccc(CCN(C)Cc2cccc3ccccc23)cc1OC	13.3%	6.6%	-4.2%	-0.1	-20.6	0.6	-0.8%	15.1	-0.4%	-1.2%
5	CCOc1ccccc1/C=C(\C#N)C1=CCCC1	4.2%	4.8%	-2.9%	-0.8	12.7	6.8	-2.9%	-9.2	-7.4%	-0.9%
6	CCC1=C(OC(=O)N(CC)CC)N2C(=O)OC(=NCCc3c[nH]c4ccccc34)[C@]2(Cc2ccccc2)[C@H]2C1=CC[C@H]1C(=O)NC(=O)[C@H]12	-36.2%	9.7%	3.2%	5.3	6.5	-2.0&-6.1	-2.5%	6.2	-5.3%	-5.2%
7	CCOC(=O)c1ccc(P(=O)(c2ccccc2)c2ccccc2)cc1	-4.6%	6.7%	-3.3%	8.8	0.3	3.0	-1.7%	1.0	5.3%	4.9%
8	CCC(C(=O)N1CCOCC1)n1nc(C)c2c(C)n(-c3ccccc3)nc2c1=O (stereo not given)	-30.5%	10.0%	31.9%	-2.0	-0.9	.	4.0%	-14.2	0.6%	-1.4%
9	O=C(c1ccc(=O)n(Cc2ccc(Cl)c(Cl)c2)c1)N1CCOCC1	15.1%	6.8%	0.3%	.	1.2	7.7	-0.9%	0.7	-15.5%	1.1%
10	O=C(O)c1cnc(-c2ccccc2)nc1Sc1ccc(Cl)cc1	11.3%	13.4%	-8.6%	-2.6	13.2	17.4	-5.6%	-3.5	-12.9%	12.2%
11	CCCn1nc(C(=O)Nc2cc(S(=O)(=O)Nc3ccc(OC)cc3)ccc2O)c2ccccc2c1=O	-8.6%	-4.5%	.	.	0.2	.	.	-7.0	.	-11.5%
12	CCN(CC)CCOC(=O)c1ccc(N/C=C(/C#N)c2nc(-c3cccc(OC)c3)cs2)cc1	8.7%	24.1%	75.6%[activator]	3.8	-8.0	-0.4	-1.7%	-10.2	12.6%	8.9%
13	c1ccc(CNc2ncnc3sccc23)cc1	?	7.4%	-1.4%	1.9	20.8	1.3	0.0%	23.1	1.9%	5.5%
14	COc1ccccc1NS(=O)(=O)c1ccc(OC)c(OC)c1	-13.0%	-8.2%	-1.9%	-0.1	3.7	0.9	-3.9%	5.6	-1.8%	0.7%
15	CCOc1ccccc1NC(=O)NCCCCc1ccccc1	15.2%	6.4%	?	-2.8	-23.4	-3.6	-2.2%	11.4	5.8%	-0.5%
16	Cc1cc(C)n(-c2ccc(C(=O)N3CCC(CO)(Cc4ccccc4)CC3)cc2)n1	-5.3%	8.1%	41.5%[activator]	10.6	2.0	3.3	-1.0%	-10.8	-0.7%	2.6%
17	CN(CCC#N)C(=S)Nc1ccc(S(=O)(=O)N2CCOCC2)cc1	-18.7%	13.8%	4.7%	1.0	9.6	-1.1	7.8%	-6.2	-2.0%	6.0%
18	O=C(Nc1nonc1NC(=O)C1CCCCC1)C1CCCCC1	-30.4%	3.3%	6.6%	11.2	5.1	-1.9	-0.9%	-1.5	-2.0%	-2.3%
19	COc1ccc(C(=O)N/N=C(\C)CC(=O)Nc2ccc3c(c2)OCCO3)c(OC)c1	13.5%	-4.9%	13.3%	1.6	-3.3	3.9	9.8%	1.6	-1.4%	2.6%
20	CCOc1ccccc1N(C(=O)c1snc(C(N)=O)c1N)C(C(=O)NC1CCCC1)c1ccco1 (stereo not given)	-8.6%	-3.7%	-11.7%	?	-2.8	0.7	2.3%	-2.5	?	.

Other entries.
no.	SMILES	Integrin act MD	A-T KAP1 phos	MLL CXXC-DNA inh	TRPV1 agonist	KCNH2 3.1 block	FBPA coupling cs	GALK inhibitor	KCNH2 WT inh	MBNL1-CUG inh	ASM inhibitor
21	CCOC(=O)c1ccc(NC(=O)Cn2cnc3cc(C)c(C)cc32)cc1	-36.0%	13.5%	-7.3%	-0.9	5.1	0.3	-1.7%	0.8	-10.5%	-11.6%
22	CCCNC(=O)NC(=O)COC(=O)c1ccc(OC)c(S(=O)(=O)N2CCCc3ccccc32)c1	-23.3%	6.2%	5.6%	1.1	-7.0	0.4	0.6%	0.7	-7.4%	-0.6%
23	c1ccc2nc(-c3nc4ccccc4[nH]3)ccc2c1	-7.3%	4.7%	-0.1%	?	-4.5	-7.0	7.5%	2.2	22.8%	-1.4%
24	O=C(CCC(=O)Nc1ccccc1)N/N=C/c1cccnc1	24.1%	1.7%	?	-2.8	-11.9	-0.7	3.1%	22.4	19.5%	4.4%
25	O=C(NN1C(=O)C2C3C=CC(C3)C2C1=O)c1ccccc1 (stereo not given)	-9.2%	-1.4%	-3.6%	-1.7	-6.1	1.2	0.7%	-2.9	5.8%	1.2%
26	Cc1ccc(CNC(=O)CCCCCNC(=O)N2CCn3c2nc2ccccc23)cc1	27.7%	0.2%	-24.1%	-4.3	16.7	3.2	-1.8%	-1.0	-7.0%	-2.2%
27	CC1(C)C(C=C(Cl)Cl)C1C(=O)N/N=C/c1ccccc1F (stereo not given)	10.7%	?	13.8%	-6.3	26.4	-0.6	4.9%	-6.7	-10.0%	-0.5%
28	CCS(=O)(=O)N1CCC(c2nc3ccccc3[nH]2)CC1	32.7%	-1.9%	-15.5%	12.7	6.3	0.0	-4.4%	1.7	-5.0%	2.0%
29	CCOC(=O)c1ccc(Cl)c(NC(=O)c2ccc(-c3ccccc3)cc2)c1	20.5%	0.3%	4.9%	-0.8	-25.2	3.3	-2.7%	-7.0	-16.4%	-0.9%
30	CCn1c(CNC(=O)c2cccs2)nnc1SCC(=O)NCCc1ccccc1	3.6%	5.6%	0.6%	1.4	-7.3	5.1	0.7%	-4.9	5.9%	-2.1%
31	COc1ccc2c(CSc3nc4nc(C)cc(C)n4n3)cc(=O)oc2c1	0.0%	4.1%	0.9%	0.1	0.2	-0.7	-2.0%	-1.8	19.6%	-2.5%
32	CCC(C)[C@H](Nc1nc(-c2ccccc2)nc2c1oc1ccccc12)C(=O)O (stereo not given in full)	9.1%	-4.2%	-11.8%	1.3	4.8	18.5	1.3%	0.5	-5.2%	-0.9%
33	CCc1cccc(CC)c1NC(=O)c1cc(CN2C(=O)c3ccccc3C2=O)ccc1OC	10.5%	-3.9%	0.9%	26.6	-46.8	3.2	-0.9%	9.2	5.1%	.
34	CCC1=NN2C(=N)/C(=C/c3cc(C)n(-c4ccccc4)c3C)C(=O)N=C2S1	17.1%	4.9%	-7.1%	.	-21.9	-4.4	-0.3%	-0.1	.	-2.7%
35	COc1ccc(/C=C/C(=O)OCC(=O)c2ccc3c(c2)NC(=O)CO3)cc1	47.4%	-1.7%	1.0%	-0.2	-3.3	0.5	-1.3%	1.9	.	0.1%
36	CC(=O)NNc1nc(-c2ccc(NC(C)=O)cc2)cs1	-2.6%	.	?	12.5	4.8	0.4	.	-5.8	15.5%	-1.6%
37	CC1Cc2ccccc2N1C(=O)COC(=O)c1ccccc1NCCO (stereo not given)	-7.2%	20.8%	.	3.8	-2.9	.	.	-6.9	.	.
38	O=C(NCc1cccc(C(F)(F)F)c1)c1cc(Cl)ccc1Cl	16.3%	12.1%	-0.9%	17.7	-4.0	-0.4	2.0%	.	-6.9%	0.5%
39	CCc1ccccc1N=C1SCC(=O)N1C	-18.3%	3.1%	-2.0%	9.4	-3.1	-1.7	0.2%	0.4	-8.8%	-0.1%
40	CC(C)CN(C(=O)c1cc(Cl)nc2ccccc12)c1c(N)n(Cc2ccccc2)c(=O)[nH]c1=O	-10.4%	-11.5%	.	-0.6	-20.3	.	.	3.8	.	.

Bioassay records (PubChem BioAssay)
